Screens (PubChem)
SK-BR-3 tox 24h – SK-BR-3 proliferation inhibitors, primary screen, cell-based, human, 24 h; hit rate 0.47% among 41,000; SK-BR-3 viability, CellTiter-Glo ATP luminescence; active compounds read low; AID 847, 2007; viability, % at 10 µM;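 active = viability at or below the median of all test compounds minus 3 SD, in both replicates if run twice, cut at about 45% in these data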;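 note: 100% = median untreated cell wells and 0% = median positive control drug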
* hit, by the source's call. Some of the compounds tested. The share of hits here may be higher or lower than overall.

Compound	SK-BR-3 tox 24h
Cc1c(NS(=O)(=O)c2ccc(Br)s2)c(=O)n(-c2ccccc2)n1C	85
COC(=O)C(C#N)C(=C1C(=O)CC(C)(C)CC1=O)c1ccc(O)cc1 (centres undefined)	91
O=C1NC2(CCCCC2)Oc2ccccc21	101
Cc1c(NC(=O)CN2C(=O)C3C4C=CC(C4)C3C2=O)c(=O)n(-c2ccccc2)n1C (centres undefined)	101
CCOCC(=O)Nc1sc2c(c1C(=O)OCC)CCCC2	84
CN(C1CCS(=O)(=O)C1)S(=O)(=O)c1cccc2nsnc12 (centres undefined)	105
Cc1cc(C)nc(SCC(=O)N2CCCCC2)n1	90
Cc1ccc(CC2S/C(=C(/C#N)C(=O)NCc3ccco3)N(c3ccccc3)C2=O)cc1 (centres undefined)	115
CN(C)CCCn1c(NC(=O)C2CCCCC2)nc2ccccc21	109
Clc1ccc(OCc2nn3c(-c4ccco4)nnc3s2)cc1	84
Cc1ccc(S(=O)(=O)c2cc3c(=O)n4ccccc4nc3n(C)c2=N)cc1	91
COc1cccc(OC)c1OCCOCCn1cnc2ccccc2c1=O	92
COc1ccc(NC(=O)C(c2ccc(C)cc2)N(C)C(=O)c2cnccn2)cc1 (centres undefined)	91
CCOC(=O)c1c(C)[nH]sc1=S	86
CCOc1ccc2nc3c(cc2c1)CN(CCCO)C(=NCCOC)S3	47
CCC(=O)O[C@]1(C(=O)CCl)[C@@H](C)C[C@H]2[C@@H]3CCC4=CC(=O)C=C[C@]4(C)[C@@]3(F)[C@@H](O)C[C@@]21C	95
CCCn1c(SCC(=O)c2ccc3c(c2)OCCO3)nnc1-c1ccco1	88
O=C(CNC(=O)c1ccco1)NCC(=O)OCc1cccc(C(=O)Oc2ccccc2)c1	105
CCS(=O)(=O)N1CCCC(C(=O)NCc2cccc(OC)c2)C1 (centres undefined)	90
CCN(CC)CCCN1C(=O)c2oc3ccccc3c(=O)c2C1c1cccc(OC)c1OC (centres undefined)	95

Filtered by structure, the entries above containing a thiophene ring, fused or not (two)
Compound	SK-BR-3 tox 24h
Cc1c(NS(=O)(=O)c2ccc(Br)s2)c(=O)n(-c2ccccc2)n1C	85
CCOCC(=O)Nc1sc2c(c1C(=O)OCC)CCCC2	84

More records
Compound	SK-BR-3 tox 24h
Cc1cccc2cc3c(N)c(C(=O)N4CCOCC4)sc3nc12	133
CCOC12NC(=O)CC(=O)N1C(c1ccccc1)=CS2 (centres undefined)	117
C=C(C)COc1ccc(-c2nc(N)ncc2Oc2ccccc2OC)c(O)c1	96
N#Cc1c(N)sc2c1CCCCCC2	100
CC1CCN(C(=O)c2ccc(N(C)S(C)(=O)=O)cc2)CC1	99
CCOC(=O)c1c(C)n(C)c2ccc(O)c(CN(C)C)c12	87
CCOC(=O)CSc1nnc(-c2ccoc2C)n1-c1ccc(OCC)cc1	106
O=C(NCc1ccccc1)c1ccc(-c2ccccc2F)o1	93
COc1cccc(C(=O)OCC(=O)Nc2ccccc2N2CCOCC2)c1	83
O=C(NCCCn1ccnc1)c1cc2c(s1)CCCCC2	92

Already shown: an excerpt of the list.
Compound	SK-BR-3 tox 24h
Cc1c(NC(=O)CN2C(=O)C3C4C=CC(C4)C3C2=O)c(=O)n(-c2ccccc2)n1C (centres undefined)	101
CCOCC(=O)Nc1sc2c(c1C(=O)OCC)CCCC2	84
CN(C1CCS(=O)(=O)C1)S(=O)(=O)c1cccc2nsnc12 (centres undefined)	105
Cc1cc(C)nc(SCC(=O)N2CCCCC2)n1	90

Further records
Compound	SK-BR-3 tox 24h
COc1nc(C)nc2c1sc(=S)n2C	114
COC(=O)c1ccc(CSc2ncn[nH]2)o1	80
Fc1cccc(-c2cc3nc4c(c(N5CCC6(CC5)OCCO6)n3n2)CCCC4)c1	75
CN1C(=S)SC(/[N+]([O-])=C\c2cccs2)C1(C)C (centres undefined)	107
CCCCc1c(C)c2ccc(OCC(C)=O)cc2oc1=O	80
COC(=O)c1[nH]c(C)c(/C(O)=C2\C(=O)C(=O)N(CCCN3CCOCC3)C2c2ccccn2)c1C (centres undefined)	145
COc1ccc(CNC(=O)C2COc3ccccc3O2)cc1 (centres undefined)	97
CCn1c(COc2ccccc2C)nnc1SCC(=O)CC(=O)Nc1ccccc1OC	89
COC(=O)CN(C)C1CC(=O)N(c2ccc(Cl)cc2)C1=O (centres undefined)	84
CCC(C)NC(=O)CSc1nnc(-c2ccncc2)n1-c1ccc(OC)cc1 (centres undefined)	88

6 compounds from above, sorted by number of heavy atoms, ascending.
Compound	SK-BR-3 tox 24h
COc1nc(C)nc2c1sc(=S)n2C	114
COC(=O)c1ccc(CSc2ncn[nH]2)o1	80
COC(=O)CN(C)C1CC(=O)N(c2ccc(Cl)cc2)C1=O (centres undefined)	84
CCC(C)NC(=O)CSc1nnc(-c2ccncc2)n1-c1ccc(OC)cc1 (centres undefined)	88
Fc1cccc(-c2cc3nc4c(c(N5CCC6(CC5)OCCO6)n3n2)CCCC4)c1	75
CCn1c(COc2ccccc2C)nnc1SCC(=O)CC(=O)Nc1ccccc1OC	89

2 entries from above, as labelled records.
> COc1nc(C)nc2c1sc(=S)n2C
  SK-BR-3 tox 24h: 114
> COc1ccc(CNC(=O)C2COc3ccccc3O2)cc1 (centres undefined)
  SK-BR-3 tox 24h: 97

Carrying on:
Compound	SK-BR-3 tox 24h
O=C(Cc1ccc(-n2cccc2)cc1)N1CCc2ccccc21	85
CN(c1ccc(C(=O)NCCSC(C)(C)C)cc1)S(C)(=O)=O	102
COc1cccc(OCc2nc3ncc(Br)cc3[nH]2)c1	93
O=C(c1cccnc1)N1CCN(C(=O)c2cccs2)CC1	91
CC(C)Oc1ccc(N2CC(C(=O)Nc3ccccc3F)CC2=O)cc1 (centres undefined)	84
CCn1c(SCC(=O)N(C(C)C)C(C)C)nnc1-c1cc2ccccc2cc1O	120
COC(=O)c1ccc(Oc2nc(N3CCCCC3)nc(N3CCOCC3)n2)cc1	87
O=C(CCN1C(=O)c2ccccc2C1=O)N1CCN(C(=O)c2ccccc2)CC1	91
CCOC(=O)c1ccccc1NC(=O)c1cc2sccc2n1C	107
O=C(O)CN1CCNCC1	99

The list goes on.
canonical_smiles	SK-BR-3 tox 24h
O=C1C2CCCN2C(c2ccccc2F)N1c1ccc(F)cc1 (centres undefined)	84
Cn1c(=O)c2c(nc(NCc3ccccc3)n2CC(=O)NCc2ccccc2)n(C)c1=O	97
O=C(OCC#CCSc1nc2ccccc2s1)c1ccco1	102
CCn1nc(NC(=O)c2cccnc2)c2cc3cccc(C)c3nc21	95
CC(C)Oc1ccc(/C(O)=C2/C(=O)C(=O)N(CCN3CCOCC3)C2c2ccccc2)cc1 (centres undefined)	84
COC(=O)c1ccccc1NC(=O)c1nc2nc(C)cc(C)n2n1	89
COc1ccc(-c2nnn(CC(=O)N(CCO)C(C(=O)NC3CCCC3)c3ccc(F)cc3)n2)cc1 (centres undefined)	87
COc1ccc(NC(=O)c2[nH]c(C)c(C(C)=O)c2C)cc1Cl	84
CCCOc1ccc(OCCSc2ncccn2)cc1	112
CCCOc1c(OC)cccc1C1CC(=O)Nc2cc3c(cc21)OCCO3 (centres undefined)	84
CCC(Oc1ccccc1)C(=O)Nc1ccc(S(=O)(=O)NCC2CCCO2)cc1 (centres undefined)	70
O=C(C1Cc2ccccc2O1)N1CCCCC1 (centres undefined)	90
Cc1sc2nc3n(c(=O)c2c1C)Cc1ccccc1-3	103
NC(=O)C1(N2CCCCC2)CCN(C(=O)c2ccc(C#Cc3ccccc3)o2)CC1	87
C=CCC1c2cccc(C(=O)O)c2C(=O)N1c1ccc(F)cc1 (centres undefined)	106
CCSc1ccccc1C(=O)Nc1nncs1	93
Cc1ccccc1OCC(O)Cn1c(NCc2ccco2)nc2c1c(=O)n(C)c(=O)n2C (centres undefined)	92
CCCCCc1c(C)nc(Nc2ccccc2)[nH]c1=O	81
O=C(O)CC1Sc2nc3ccccc3n2C1=O (centres undefined)	109
Cc1ccc(NC(=O)C2CC(=O)NC(N3CCc4ccccc43)=N2)cc1 (centres undefined)	95
CCCCOc1ccccc1NC(=O)Cn1c(-c2nonc2N)nc2ccccc21	74
Cc1occc1C(=O)Nc1nnc(C2CCCCC2)s1	87
O=C(COc1ccc(CO)cc1)Nc1ccc(F)cc1	107
Cc1ccc(-c2cc(C(=O)NCCCN3CCOCC3)no2)cc1	84
O=C(O)CCCCCN1C(=O)c2ccc(C(=O)O)cc2C1=O	115
CCOCCCNc1nc2c(c(=O)n(C)c(=O)n2C)n1CCCc1ccccc1	90
O=C(c1ccc(O)cc1)c1ccc(C(=O)O)c(C(=O)O)c1	101
O=C(CN1CCC(O)CC1)N1c2ccccc2C=Cc2ccccc21	81
CC(C)C(=O)Nc1cccc(C(=O)Nc2ccc3c(c2)OCO3)c1	105
CCOc1ccc(-n2c(COc3ccc(C)cc3)nnc2SCC(N)=O)cc1	75
CC(C)N=c1cc2n(-c3ccc(Cl)cc3)c3ccccc3nc-2cc1Nc1ccc(Cl)cc1	93
O=c1c2c(nc3c(-c4cccc5ccccc45)c[nH]n13)CCC2	93
Cc1cc(NS(=O)(=O)c2ccc(NC(=O)Cc3cccs3)cc2)no1	97
Cc1noc(C)c1C(=O)NCc1ccco1	88
Cn1c(NCCCN2CCOCC2)nc2c1c(=O)n(Cc1ccc(Cl)cc1Cl)c(=O)n2C	88
COc1cccc(NC(=O)Cn2c(SCC(=O)N3CCOCC3)nc3ccccc32)c1	97
Cn1c(/C(C#N)=C2/CCCCCN2)nc2ccccc21	97
O=C(NCc1cccs1)c1cc(-c2cccc(Cl)c2)on1	88
O=C(Nc1nnc(-c2ccccc2Cl)o1)c1ccco1	95
COc1ccc(NC(=O)CS(=O)CC(=O)Nc2ccc(OC)c(OC)c2)cc1 (centres undefined)	93
CCCCn1c(SCC(=O)NCc2ccco2)nnc1-c1ccoc1C	76
CCN1CCN(C(=O)c2cc3nc(-c4ccccc4)cc(C(F)(F)F)n3n2)CC1	100
Cc1cccc(N2CCN(C(=O)Cc3c(C(=O)O)[nH]c4ccc(Cl)cc34)CC2)c1C	89
COc1ccc(C)cc1N(CC(=O)Nc1cccc(N(C)S(C)(=O)=O)c1)S(C)(=O)=O	72
CCOC(=O)N1CCN(CC(=O)c2c(C)[nH]c3ccccc23)CC1	83
COc1ccc(C(=O)N2CCN(C3CCC(c4ccccc4)CC3)CC2)cc1OC (centres undefined)	82
CN1CCC(NC(=O)Cc2c(F)cccc2Cl)CC1	79
O=c1c2ccccc2nnn1CSc1nnc(-c2cccnc2)n1-c1ccccc1F	97
Clc1ccccc1-c1nnc2sc(C3COc4ccccc4O3)nn12 (centres undefined)	98
CCc1cccc(C)c1NC(=O)CSc1nnc(-c2cc3cc(Br)ccc3o2)n1CC	90
Cc1cccc(OCC(O)CN2C(C)(C)CC(O)CC2(C)C)c1C (centres undefined)	82
c1ccc(N2CC[N+]3(CCCC3)CC2)nc1	92
C=CCn1c(-c2ccccc2)c[nH]c1=S	91
CCCCn1c(S(=O)(=O)O)nc2ccccc21	110
CCOC(=O)C1=C(C)N(C)C(=O)NC1c1ccccc1OC (centres undefined)	114
Cc1cccc2cc(CN(CC3CCCO3)C(c3nnnn3Cc3ccco3)C(C)C)c(=O)[nH]c12 (centres undefined)	97
CCN(CC)S(=O)(=O)c1ccc(OC(C)C)nc1	97
CCCC(=O)Nc1ccc(N2CCN(C(=O)CCC)CC2)cc1	102
Cc1nc(N2CCN(C(=O)c3ccc(Cl)cc3)CC2)c(C#N)c2c1COC(C)(C)C2	91
O=S(=O)(c1ccccc1)c1nc(-c2ccco2)oc1N1CCOCC1	92

(next part)
canonical_smiles	SK-BR-3 tox 24h
CCc1c(C)c2c(C)[nH]nc2oc1=O	99
Cc1ccccc1Nc1nnc(SCC(=O)NC(=O)NCc2ccco2)s1	96
CC(=O)c1cc2c(cc1NS(=O)(=O)c1ccc(C)cc1)OCCO2	84
Cc1cc(=O)oc(C)c1C(=O)N1CCN(C)CC1	84
COc1ccccc1C1(CC(=O)N2CCOCC2)CCOC(C(C)C)C1 (centres undefined)	81
COc1ccccc1N(CC(=O)NC(C)(C)C)C(=O)Cn1nnc(-c2ccc(C)o2)n1	80
Cc1nn(C)c(C)c1S(=O)(=O)NCc1cccs1	92
O=C(NCc1ccco1)[C@@H]1CSC2c3ccccc3C(=O)N21 (some centres undefined)	101
Cc1ccc(Cl)cc1N1CCN(C(=O)Cn2ccc3ccccc3c2=O)CC1	84
COc1ccc2c(Cl)c(C(N)=O)sc2c1	101
O=C(COc1ccccc1)NCCSc1ccccc1	92
CCOC(=O)c1cccc(NC(=O)c2cnccn2)c1	94
O=C(O)c1cnccn1	108
CCOC(=O)c1ccc(NC(=O)CSc2ncccn2)cc1	97
CCCCn1nnnc1SCC(=O)Nc1sc2c(c1C#N)CCCC2	78
CSCCC(Nc1ncnc2ccc(Br)cc12)C(=O)O (centres undefined)	88
CC1=C(C(=O)OCC(C)C)C23C(=O)c4ccccc4C2(O1)OC(N)=C3C#N (centres undefined)	77
CCOc1ccccc1C(=O)NC1CCN(Cc2nnnn2C2CCCC2)CC1	89
O=C(NCc1ccccn1)Nc1cccc(Cl)c1	105
[O-][n+]1ccc(C2CC2)cc1	78
Cc1ccc(C(=O)C2=C(O)C(=O)N(CCCn3ccnc3)C2c2ccc(OC(C)C)cc2)o1 (centres undefined)	95
COc1ccc(N2C(=O)C(Cl)=C(Nc3c(C)n(C)n(-c4ccccc4)c3=O)C2=O)cc1	122
NS(=O)(=O)c1cc2c(cc1Cl)NC=NS2(=O)=O	88
CCOC(=O)c1ccoc1CSCc1ccc(C(=O)OC)o1	97
O=c1[nH]c(NCc2ccccc2)nc2c1CCCC2	97
O=C(O)CSCC(=O)c1ccccc1	108
CCSc1nnc(NC(=O)CSc2nc3c(c(=O)n2-c2ccccc2OC)SCC3)s1	82
COC(=O)C1CCN(C(=O)c2c(-c3ccccc3Cl)noc2C)CC1	87
